Compound activity: PubChem, Broad Institute
E-sel inducer: induces E-selectin expression in human endothelial cells | activation, % at 7.58 µM | P16581 | AID 686992 | hit rate 0.37% among 260,000 | HUVEC E-selectin immunofluorescence imaging; normalized: neutral wells 0, TNF-alpha wells 100;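 active = mean E-selectin-positive cell signal at least 10% of the positive control, reached in at least 60% of replicates, without over 20% cell loss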;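 note: in these data hits start at about 27%; measured in HUVEC primary endothelial cells; signal is the percent of cells scored E-selectin positive by PE staining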
Target sequence (P16581 whole entry, looked up): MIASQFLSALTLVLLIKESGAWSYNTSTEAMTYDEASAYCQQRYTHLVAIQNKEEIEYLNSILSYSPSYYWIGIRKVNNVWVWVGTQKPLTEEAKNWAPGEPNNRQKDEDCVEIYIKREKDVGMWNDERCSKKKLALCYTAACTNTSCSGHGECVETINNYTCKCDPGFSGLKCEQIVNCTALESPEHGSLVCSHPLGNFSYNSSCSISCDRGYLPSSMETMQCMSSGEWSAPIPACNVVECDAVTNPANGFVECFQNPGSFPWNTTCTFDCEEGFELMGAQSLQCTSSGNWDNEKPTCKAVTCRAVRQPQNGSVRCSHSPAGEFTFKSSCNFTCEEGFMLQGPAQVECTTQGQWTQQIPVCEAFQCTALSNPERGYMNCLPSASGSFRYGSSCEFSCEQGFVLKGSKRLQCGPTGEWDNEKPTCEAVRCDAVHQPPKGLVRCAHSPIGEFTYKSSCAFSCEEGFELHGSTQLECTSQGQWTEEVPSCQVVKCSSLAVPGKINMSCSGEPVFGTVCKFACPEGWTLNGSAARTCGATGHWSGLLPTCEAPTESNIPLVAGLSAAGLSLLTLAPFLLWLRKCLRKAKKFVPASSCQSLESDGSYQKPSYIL
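Test system: HUVEC; input: 3,000 HUVEC/well; measured by: immunofluorescence imaging; read-out: % PE-positive cells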
RAD54 branch: inhibitors of human RAD54 branch migration; Q92698; RAD54 Holliday junction branch migration, FAM/BHQ fluorescence; inhibition, % at 10.4 µM; hit rate 0.14% among 360,000; AID 602329;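 active = mean normalized replicate activity at least 40 and at least half of replicates scoring 40 or more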;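 note: 0% = median of neutral control wells and 100% = median of positive control wells; inhibitors cause a drop in the FAM fluorescence signal; in these data hits start at about 50%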
RAD52 inh: RAD52 (human) annealing inhibition; P43351; recombinant RAD52 DNA annealing, FRET fluorescence; inhibition, % at 18.7 µM; hit rate 0.46% among 360,000;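 active = every replicate showing at least 50% inhibition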
Target sequence (P43351 whole entry, looked up): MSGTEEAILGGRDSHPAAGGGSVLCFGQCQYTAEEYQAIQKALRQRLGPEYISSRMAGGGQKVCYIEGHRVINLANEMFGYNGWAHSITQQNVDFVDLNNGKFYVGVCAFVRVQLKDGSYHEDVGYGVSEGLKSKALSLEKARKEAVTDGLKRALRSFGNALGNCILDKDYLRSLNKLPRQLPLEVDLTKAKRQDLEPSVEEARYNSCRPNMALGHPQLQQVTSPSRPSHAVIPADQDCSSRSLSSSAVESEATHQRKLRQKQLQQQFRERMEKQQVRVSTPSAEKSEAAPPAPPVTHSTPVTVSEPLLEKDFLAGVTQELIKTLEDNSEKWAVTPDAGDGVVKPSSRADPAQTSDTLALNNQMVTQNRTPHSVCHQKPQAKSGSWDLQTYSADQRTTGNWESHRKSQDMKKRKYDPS
ERAP1 HTS inh: inhibitors of human ERAP1 aminopeptidase; AID 652197; recombinant ERAP1, Leu-AMC fluorescence, 60 min; hit rate 0.15% among 340,000; inhibition, % at 10.7 µM; Q9NZ08;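 active = mean replicate inhibition of at least 30%, or all replicates individually reaching that 30% level; inactive = mean below 30% and not every replicate reaching it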;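 note: 0% = neutral control wells and 100% = L-leucinethiol positive control wells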
miR-122 sensor: inhibitors of miR-122 in Huh7 cells | Huh7 miR-122 Renilla luciferase sensor, 48 h; neutral wells = 0, positive control = 100 | activation (reporter increase), % at 12.5 µM | hit rate 0.3% among 340,000;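 active = mean replicate activation score at least 90 and every replicate individually at or above 90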;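 note: higher luciferase means less miR-122 activity so hits act as miR-122 inhibitors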
PGC1a acetyl inh: modulators of PGC1a acetylation; U2OS PGC1a acetylation, AlphaScreen anti-acetyl-lysine; with virally co-expressed GCN5 acetyltransferase; hit rate 0.17% among 350,000; inhibition, % at 15.6 µM;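 active = every replicate shows inhibition of at least 40%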;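 note: 0% = neutral control wells and 100% = positive control wells; some results beyond the cut were filed as inactive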
PglD inh: PglD (C. jejuni) enzyme inhibition; purified PglD enzyme, DTNB colorimetric CoA detection; hit rate 0.098% among 360,000; inhibition, % at 12.5 µM; AID 602405; in the data active = inhibition above about 16%, passing the limit was not always enough; note: strong numbers were not always called active
Cneo AK release: Cryptococcus neoformans lysis via adenylate kinase release | C. neoformans lysis, adenylate kinase release luminescence, 4 h; normalised: neutral wells 0, clomiphene wells 100 | lysis activity, % at 15 µM | AID 651654 | hit rate 0.2% among 360,000;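 active = mean lysis activity across replicates of at least 80%, whatever share of replicates individually reach that level; inactive = mean lysis activity below 80%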
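Assay system: log-phase C. neoformans yeast / Quantity: yeast cell density of 5 × 10^6 cells/mL / Medium: fresh YPD growth medium / Compound: single dose / Timing: static 4 h at 37 °C with compound, 1 h detection / Measured by: adenylate kinase release luminescence / Read-out: lysis from increased AK signal / Benchmarks: Clomiphene as positive lysis control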
* hit, by the source's call; / = not tested or not shown; & = joins results of further samples; [ ] = remark or other dose.

SMILES	E-sel inducer	RAD54 branch	RAD52 inh	ERAP1 HTS inh	miR-122 sensor	PGC1a acetyl inh	PglD inh	Cneo AK release
Cc1cccc(N2CCN(C(=O)c3ccc(N4CCCC4=O)cc3)CC2)c1C	/	4	/	/	12	9	0	0
Cc1c(C)n(Cc2ccc(F)cc2)c2ccc(C(=O)NCCCN3CCOCC3)cc12	/	-4	-12	3	-1	-8	-4	-1
O=[N+]([O-])c1ccccc1S(=O)(=O)N1CCN(C2CCN(Cc3ccccc3)CC2)CC1	-1.3	1	-2	-7	/	/	-1	2
CC(=O)C1=CCC(c2ccccc2)N(S(=O)(=O)c2ccccc2C)C1 (stereo not drawn)	0.1&-0.2	-2&2	-22&-7	1&9	6&1	3&-3	-4&2	-7&2
CC(Oc1ccc2c3c(c(=O)oc2c1)CCC3)C(=O)NCc1ccccn1 (stereo not drawn)	/	6	-17	2	-3	-12	-8	-6
Oc1ccc2cccnc2c1	/	1	/	/	0	6	-3	0
Cc1cccc(-n2ncc(C#N)c2-n2cccc2)c1	/	-5	/	/	-5	/	-2	-2
COc1ccc2oc(C(=O)Nc3ccccn3)c(C)c2c1	-0.5	10	-67	2	-3	/	4	-18
CCc1cc2c3c(c1)/C(=C1/SC(N)=NC1=O)C(=O)N3C(C)(C)C=C2C	/	-7	/	/	10	2	-7	0
COc1cccc(NC(=S)NNC(=O)Cn2nc(C(F)(F)F)cc2C)c1	-0.1	6	2	3	0	-1	-1	0
COc1ccc2[nH]c(=O)c(CN(C(=O)c3cccnc3)c3ccccc3)cc2c1	/	-3	13	5	/	/	3	1
COc1ccc(C(=O)Nc2ccc(S(=O)(=O)Nc3nccnc3OC)cc2)cc1	/	1	/	/	-1	/	2	1
COc1ccccc1NC(=O)N1CC(=O)N2[C@H](C1)[C@@H](c1ccc(C#CC3CC3)cc1)[C@@H]2CO	0.2	/	-8	-1	/	3	/	/
Cc1cccc(NC(=O)COC(=O)Cc2cccc(C(F)(F)F)c2)c1C	/	1	-5	2	-9	/	-4	-1
O=C(C[C@H]1CC[C@H]2[C@@H](COC[C@@H](O)CN2C(=O)c2ccccc2F)O1)NCc1ccccc1	0.0	3	-1	2	3[16.7 µM]	4	3	-1
COc1ccc(CN(C)C[C@H]2Oc3ccc(NC(=O)CCC(F)(F)F)cc3C(=O)N([C@H](C)CO)C[C@@H]2C)cc1	/	-16	-4	1	-3[16.7 µM]	0	-3	-3
COc1cccc(OCC(=O)NNC(=O)C(=O)Nc2cccc(C)c2)c1	0.2	-19	1	1	0	-2	4	-4
COc1cc(CN2CCN(Cc3ccc4cc(F)ccc4n3)CC2CCO)cc(OC)c1 (stereo not drawn)	0.1	0	-15	-2	-1	-12	4	1
CCOC(=O)c1cnc(-n2nc(C)cc2C)[nH]c1=O	1.9	1	-39	-2	6	-8	0	3
O=C(NCc1ccco1)c1cccnc1Cl	/	1	-19	3	-4	2	6	0
Oc1c(Br)cc(Br)cc1C=Nc1ccc2c(c1)OCO2	0.3	-5	-23	9	-3	4	5	2
O=C(CCN1CCCCC1)N[C@@H]1CC[C@@H](CCn2cc(-c3ccc(F)cc3)nn2)O[C@@H]1CO	0.6	-4	-4	-3	/	5	2	-2
CC(C)(C)NC(=O)CSc1nc(N)c(NC(=O)c2ccccc2F)c(=O)[nH]1	/	1	-9	-3	-7	/	3	-3
O=C(NCc1ccccc1Cl)C1CCC(=O)N1Cc1ccc(F)cc1 (stereo not drawn)	/	5	-4	4	0	15	-3	1
COC(=O)c1ccc(N=C2SCC(=O)N2C)cc1	/	-2	-7	7	2	-7	-1	-2

2 of the compounds above, with values under each structure.
Each structure is followed by: E-sel inducer, RAD54 branch, RAD52 inh, ERAP1 HTS inh, miR-122 sensor, PGC1a acetyl inh, PglD inh, Cneo AK release
O=C(CCN1CCCCC1)N[C@@H]1CC[C@@H](CCn2cc(-c3ccc(F)cc3)nn2)O[C@@H]1CO
    0.6, -4, -4, -3, /, 5, 2, -2
CC(C)(C)NC(=O)CSc1nc(N)c(NC(=O)c2ccccc2F)c(=O)[nH]1
    /, 1, -9, -3, -7, /, 3, -3

Further records.
SMILES	E-sel inducer	RAD54 branch	RAD52 inh	ERAP1 HTS inh	miR-122 sensor	PGC1a acetyl inh	PglD inh	Cneo AK release
CC(=O)N1CC(=O)N=C1SCC(=O)Nc1nc(C)c(-c2ccccc2)s1	-1.2	-4	-3	-1	6	-20	-2	1
CN(C)c1ccc2c(c1)[C@@H]1C[C@@H](CC(=O)NCc3ccc(Oc4ccccc4)cc3)O[C@H](CO)[C@@H]1O2	/	5	20	0	4[16.7 µM]	-4	1	7
O=C(CSc1nnc2n(C3CCCCC3)c(=O)c3ccccc3n12)OC1CCCCC1	/	1	/	/	0	2	1	5
C[C@H]1CN([C@@H](C)CO)C(=O)c2cc(NS(=O)(=O)c3ccc(Cl)cc3)ccc2O[C@@H]1CN(C)Cc1ccc(Oc2ccccc2)cc1	-0.1	-11	-15	-1	-4[16.7 µM]	-5	-2	4
Cc1ccc(NC(=O)C(C)N2C(=O)c3ccccc3S2(=O)=O)cc1Cl (stereo not drawn)	3.0	-3	-2	-1	/	/	0	0
O=C(NNC(=O)C1CCC1)c1ccc(Br)cc1	/	5	0	2	/	/	7	2
Cc1ccccc1-c1nnn(Cc2ccc(-c3nn[nH]n3)cc2)n1	1.0	/	-21	-53	/	5	/	/
COc1ccccc1NC(=S)N(CCN1CCOCC1)Cc1ccccc1F	/	0	-11	-6	-1	-6	-2	1
CC1CCN(C(=O)CNS(=O)(=O)c2ccc(Br)s2)CC1	/	0	-18	-1	/	-5	0	-1
COc1cc(C2c3cc4c(cc3CC3COC(=O)N32)OCO4)cc(OC)c1OC (stereo not drawn)	/	/	3	-1	18	-7	/	/
Cc1ccc(N(C)S(=O)(=O)c2ccc3c(c2)CC(C)N3C(=O)C2CC2)cc1 (stereo not drawn)	0.1	/	-12	-1	16	-10	/	/
Cc1cc(C(F)F)n2nc(C(=O)Nc3c(F)cc(F)cc3Br)nc2n1	/	-1	/	/	0	-1	1	0
Cc1cc(Br)ccc1NC(=O)CN(C)C(=O)CNC(=O)Cc1ccccc1	-1.3	/	8	-2	/	5	/	/
Cc1ccc2[nH]c3c(c2c1)CN(C(C)C)CC3	/	7	5	0	3	0	9	0
COc1cc2cnc(-c3cccnc3)cc2cc1OC	-0.3	21	6	1	-4	4	-2	-2
COc1ccccc1-c1nnc2n1N=C(c1ccc(O)c(O)c1)CS2	/	-6	/	/	36	/	-7	1
CCCCCc1nnc(NC(=O)c2ccc(=O)n(C)n2)s1	1.3	/	-23	0	/	1	/	/
O=C(C[n+]1ccccc1)N/N=C/c1ccc(F)cc1	/	/	-10	-1	0	9	/	/
N#Cc1ccc(C(=O)N2CCCCC2c2cc(C(=O)NCc3ccccc3)no2)cc1 (stereo not drawn)	0.3	-5	-9	0	-3	3	5	-2
C=CCONC(=O)c1cc(OCC(F)(F)F)ccc1OCC(F)(F)F	/	5	/	/	-4	2	2	3
c1csc(CCCN2CCCCC2)c1	0.1	-1	1	0	0	5	-2	-1
Cc1ccn2cc(C(=O)Nc3nnc(C)s3)nc2c1	/	-12	/	/	-3	3	2	-2
COc1ccc(COC(=O)C2=C(C)NC(=O)NC2c2cc(OC)ccc2OC)cc1 (stereo not drawn)	0.7	2	8	10	-2	4	1	-7
Cc1cc2ccccn2c1C(=O)c1ccc(C#N)cc1	0.0	-3	-20	0	-4	0	-3	-1
Cc1c(NC(=O)CN2C(=O)NC3(CCCCC3C)C2=O)cccc1[N+](=O)[O-] (stereo not drawn)	-0.3	-6	0	-1	-3	-1	-6	-1

4 entries out of the list above, sorted by the value under PGC1a acetyl inh, smallest number first:
compound	RAD52 inh	ERAP1 HTS inh	miR-122 sensor	PGC1a acetyl inh	PglD inh
COc1cccc(OCC(=O)NNC(=O)C(=O)Nc2cccc(C)c2)c1	1	1	0	-2	4
Cc1c(NC(=O)CN2C(=O)NC3(CCCCC3C)C2=O)cccc1[N+](=O)[O-] (stereo not drawn)	0	-1	-3	-1	-6
Cc1ccc2[nH]c3c(c2c1)CN(C(C)C)CC3	5	0	3	0	9
O=C(C[n+]1ccccc1)N/N=C/c1ccc(F)cc1	-10	-1	0	9	/

New compounds follow.
SMILES	E-sel inducer	RAD54 branch	RAD52 inh	ERAP1 HTS inh	miR-122 sensor	PGC1a acetyl inh	PglD inh	Cneo AK release
COC(=O)c1cccc(COC(=O)c2ccc(N(C)C)cc2)c1	/	-6	/	/	2	5	-1	-1
O=S(=O)(c1ccccc1)N1CCCCN2[C@@H](CO)[C@H](c3ccc(C#Cc4cccnc4)cc3)[C@@H]2C1	0.5	-7	1	0	3[16.7 µM]	7	-3	-3
O=C(COC(=O)CNC(=O)c1ccc(Cl)c([N+](=O)[O-])c1)NC(=O)CN1CCCC1=O	-0.2	5	-31	10	-9	/	2	2
CC(=O)N1c2ccc(S(=O)(=O)N3CCC(C(=O)Nc4cccc(C)c4)CC3)cc2CC1C (stereo not drawn)	-1.3	0	-13	2	-2	-17	-1	-2
Cc1ccc(C(=O)Oc2ccc(-c3nnco3)cc2)o1	/	-11	2	-5	/	3	-3	-3
Cc1c(C(=O)NCc2ccc3c(c2)OCCO3)sc(=O)n1Cc1cccc(C(F)(F)F)c1	/	-3	-8	/	/	/	3	1
CCc1nnc(NS(=O)(=O)c2ccc(NC(=S)NC(=O)c3ccncc3)cc2)s1	/	-2	-4	-1	-5	-2	1	-2
CN(c1ccc(C(=O)Nc2ccc(F)cc2F)cc1)S(=O)(=O)c1ccccc1	-0.1	6	-18	3	1	/	0	5
Cc1nc(CNS(=O)(=O)c2cc(C)c(C)cc2C)cs1	/	-4	/	/	36	-5	-1	0
COc1ccc(/C=N/n2cnc3c([nH]c4ccc(F)cc43)c2=O)cc1CSc1ccccn1	0.7	1	-24	/	1	9	1	6
Cn1cc(C(=O)N2CCCC(Nc3ccc(F)cc3)C2)c2ccccc21 (stereo not drawn)	/	-7	-13	-2	15	/	2	1
O=C(Cc1ccc([N+](=O)[O-])cc1)c1ccc(O)cc1O	0.4	2	-17	-3	3	1	6	1
Cc1nnc(SCc2nc3scc(-c4ccccc4)c3c(=O)[nH]2)s1	-0.3	3	-84	/	-5	4	3	-1
O=C(Nc1nnc([C@H]2C[C@H](O)[C@@H](CO)O2)s1)c1cccc(C(F)(F)F)c1	-0.2	4	-5	7	0	-3	2	-1
Cc1noc(C)c1NC(=O)Nc1ccc2c(c1)C(=O)N([C@H](C)CO)C[C@@H](C)[C@@H](CN(C)CC1CCCCC1)OCCCC[C@@H](C)O2	2.3	1	5	1	-3[16.7 µM]	-8	0	51
O=C(COc1ccccc1)Nc1ccc2[nH]c(=O)[nH]c2c1	-0.1	4	-1	3	20	-10	3	-1
O=c1c2ccccc2ncn1-c1cccc(Cl)c1	/	6	/	/	-3	-5	-7	-1
O=C(N/N=C\C=C\c1ccc2c(c1)OCO2)C1COc2cc3ccccc3cc2O1 (stereo not drawn)	/	0	/	/	3	2	0	4
COc1ccc(NC(=O)CN(c2ccc(OC)cc2)S(=O)(=O)c2ccc(OC)c(OC)c2)cc1	-0.1	2	-2	-2	-11	-9	-2	-1
CC(OC(=O)CCCN=C1NS(=O)(=O)c2ccccc21)C(=O)Nc1ccc(F)cc1Cl (stereo not drawn)	0.6	10	10	0	5	-9	-5	-2
COCC(=O)N1[C@@H]2c3ccc(C4=CCCCC4)c(=O)n3C[C@@H]2[C@@H](CO)[C@@H]1C(=O)N1CCOCC1	-0.1	9	9	6	/	/	5	-2
O=C(NCCN1CCCCC1)c1ccc(F)cc1Cl	/	9	-28	-2	/	/	-1	0
CCOC(=O)N1CCN(c2c(NCC3CCCO3)c(=O)c2=O)CC1 (stereo not drawn)	-0.2	1	0	2	-8	9	-3	-1
COc1ccc(-c2nnc(N(C)C(=O)c3ccno3)s2)cc1	/	-4	/	/	-3	-9	0	-1
Cc1ccc(-c2noc(-c3cc4ccccc4oc3=O)n2)cc1	/	2	/	/	-7	11	0	-1
